WRN helicase inh = qHTS for Inhibitors of WRN Helicase | Bifunctional 3'-5' exonuclease/ATP-dependent helicase WRN (Homo sapiens), Q14191 | WRN helicase unwinding, fluorescent forked duplex, kinetic | Potency, µM (doses to about 114 µM), inactives show at the highest dose activity change, negative = inhibition, most hits filed as inhibitors | actives 0.46% (n = 360,000) | AID 651768, 2012; note: potency is the fitted concentration of half-maximal effect; % is set by controls: 0 for no effect and ±100 for the full control effect; nearly all actives have a fitted effect of over 55% in size
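Enzyme (20 nM final) and test compound sit together 15 min at room temperature before substrate addition. Substrate is a single-forked duplex oligonucleotide (100 nM) labelled with fluorophore and quencher, with 2 mM ATP; helicase unwinding raises red fluorescence, read kinetically.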
EPAC1 ag = qHTS for Agonist of cAMP-regulated guanine nucleotide exchange factor 3 (EPAC1): primary screen; EPAC1 agonist qHTS, biochemical assay; response scale: 100% = response to 6.5 mM cAMP; Potency, µM (highest dose often 154 µM), for inactives: top-dose activation, usual class: activators; actives 0.073% (n = 360,000); AID 720707, 2013; note: potency is the fitted concentration of half-maximal effect; nearly all actives have a fitted effect of over 60% in size
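Normalized to 6.5 mM cAMP, activity reflects EPAC1-catalysed release of BODIPY-GDP from Rap1B, followed kinetically over 30 min at 480 nm excitation, 540 nm emission. Reaction contained 100 nM EPAC1, 250 nM Rap1B-BODIPY-GDP, 50 uM GDP.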
EPAC1 antag = qHTS for Antagonist of cAMP-regulated guanine nucleotide exchange factor 3 (EPAC1): primary screen; Rap guanine nucleotide exchange factor 3 (Homo sapiens), O95398; AID 720709, 2013; EPAC1 GEF assay, Rap1b-BODIPY-GDP exchange fluorescence; Potency, µM (doses to about 115 µM), without a hit: at the top dose activity change, negative = inhibition, usual class: inhibitors; actives 0.14% (n = 360,000);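 note: potency is the fitted concentration of half-maximal effect; plate controls were vehicle for no effect and positive control for full effect; nearly all actives have a fitted effect of over 50% in size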
EPAC2 agonist = qHTS for Agonist of cAMP-regulated guanine nucleotide exchange factor 4 (EPAC2): primary screen. Rap guanine nucleotide exchange factor 4 (Homo sapiens), Q8WZA2. EPAC2 activation, biochemical qHTS; response scale: 100% = 6.5 mM cAMP response. Potency, µM (highest dose often 154 µM), for inactives: at the top dose activation, most hits filed as activators. actives 0.079% (n = 360,000). AID 720711, 2013; note: potency is the fitted concentration of half-maximal effect; nearly all actives have a fitted effect of over 50% in size
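In this primary screen, activation is scored as increased exchange of BODIPY-GDP from Rap1B by 100 nM EPAC2, with 50 uM GDP as competitor. Signal is normalized to the 6.5 mM cAMP agonist control.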
PLK1 PBD block = qHTS for Inhibitors of PLK1-PDB (polo-like kinase 1 - polo-box domain): Primary Screen; Serine/threonine-protein kinase PLK1 (Homo sapiens), P53350; AID 720504, 2013; Plk1 PBD binding of FITC phosphopeptide, fluorescence polarization; Potency, µM, without a hit: max response, negative = inhibition, usual class: inhibitors; actives 2.8% (n = 360,000); note: potency is the fitted concentration of half-maximal effect; series mostly up to about 57 µM; % is set by controls: 0 for no effect and ±100 for the full control effect; nearly all actives have a fitted effect of over 65% in size
Target sequence (P53350 whole entry, looked up, the tested form may be a part): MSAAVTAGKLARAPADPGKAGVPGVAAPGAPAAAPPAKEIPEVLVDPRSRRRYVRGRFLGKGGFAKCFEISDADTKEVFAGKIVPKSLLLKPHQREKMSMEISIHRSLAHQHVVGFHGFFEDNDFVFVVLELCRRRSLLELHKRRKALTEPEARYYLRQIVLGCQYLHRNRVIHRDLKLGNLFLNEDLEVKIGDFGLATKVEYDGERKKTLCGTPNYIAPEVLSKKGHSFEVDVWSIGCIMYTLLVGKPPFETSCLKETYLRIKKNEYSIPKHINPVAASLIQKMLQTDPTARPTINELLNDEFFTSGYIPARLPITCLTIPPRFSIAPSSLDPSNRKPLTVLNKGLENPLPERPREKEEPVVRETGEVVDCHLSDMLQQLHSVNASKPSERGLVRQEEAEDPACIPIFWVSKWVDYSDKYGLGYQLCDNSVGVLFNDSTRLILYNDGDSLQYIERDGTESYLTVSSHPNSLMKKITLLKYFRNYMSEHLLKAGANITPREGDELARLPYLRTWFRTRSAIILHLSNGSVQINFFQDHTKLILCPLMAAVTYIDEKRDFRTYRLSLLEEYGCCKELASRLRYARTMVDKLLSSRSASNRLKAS
PI5P4K alpha inh = qHTS for Inhibitors of phosphatidylinositol 5-phosphate 4-kinase (PI5P4K); AID 652105, 2013; Phosphatidylinositol 5-phosphate 4-kinase type-2 alpha (Homo sapiens), P48426; actives 1.2% (n = 330,000); max response, %; PI5P4Kalpha enzyme, ADP-Glo luminescence, 60 min; hits give low values; active = max response of -50% or lower; inconclusive = between -30% and -50%; inactive = -30% or higher; note: value at the top dose of about 77 µM; % is set by controls: 0 for no effect and ±100 for the full control effect
Target sequence (P48426 whole entry, looked up): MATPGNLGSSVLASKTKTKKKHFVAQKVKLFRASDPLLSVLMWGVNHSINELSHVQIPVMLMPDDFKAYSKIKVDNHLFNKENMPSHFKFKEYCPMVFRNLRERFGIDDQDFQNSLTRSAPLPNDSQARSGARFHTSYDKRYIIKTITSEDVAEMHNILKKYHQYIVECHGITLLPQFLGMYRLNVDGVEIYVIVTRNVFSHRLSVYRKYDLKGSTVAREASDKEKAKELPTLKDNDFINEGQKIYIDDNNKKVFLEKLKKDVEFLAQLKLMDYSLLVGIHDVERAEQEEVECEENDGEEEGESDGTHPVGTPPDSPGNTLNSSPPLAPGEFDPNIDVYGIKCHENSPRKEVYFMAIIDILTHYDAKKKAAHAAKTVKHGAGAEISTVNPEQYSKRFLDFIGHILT
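Quantitative HTS of the MLSMR library against PI5P4Kalpha with substrate. ATP added last at 5 microM final; room temperature, 60 minutes. Remaining ATP depleted, ADP converted and read as luminescence.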
IL-2 act = qHTS of IL-2 Activators. actives 0.065% (n = 360,000). IL-2 activation reporter assay, cell-based qHTS; stimulated with anti-CD3/CD4/CD28 beads; in transgenic mouse T cells. activation, % (series mostly up to about 46 µM). AID 652025, 2013; in the data active = activation above about 50%; inconclusive = mostly about 30% to 49%; note: 0% is about no effect
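Unstimulated transgenic mouse T cells; 60-min compound exposure; bead-based TCR/CD4/CD28 stimulation; 18 h culture, 37 degrees C; dual fluorescence (EGFP, DsRed) plate cytometry.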
CCT chaperon mod = High-Throughput Screening for Modulators of Cytosolic Chaperonin Activity; purified chaperonin ATPase assay, HTRF ADP detection, 30 min; activity change, % (test concentration not listed), hits read low; actives 0.3% (n = 360,000); in the data active = activity change below about -30%; note: % is set by controls: 0 for no effect and ±100 for the full control effect
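TRiC (40 or 20 nM final, by batch activity) in 30 mM Tris pH 7.4, 100 mM KCl, 5 mM MgCl2, 1 mM DTT was treated with compound at 76 uM single dose, then 10 uM ATP, 30 min at 37 °C. ADP was read by HTRF Transcreener.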
Active calls of the source: *; ? = inconclusive; / = no result given; & = joins results of further samples; [ ] = remark or other dose. Unless noted, calls come from the whole dose curve; as a rule, active = well fitted curve in the direction sought with a large enough effect; inconclusive = small, poorly fitted or top-dose-only effect, or another doubt; inactive = no such curve, though single readings can be large; an effect the other way counts as inactive or inconclusive. Only part of the results is shown (hit frequency here may not be typical).

SMILES	WRN helicase inh	EPAC1 ag	EPAC1 antag	EPAC2 agonist	PLK1 PBD block	PI5P4K alpha inh	IL-2 act	CCT chaperon mod
CC(=O)O[C@H]1CC(C)(C)C(=C=C/C(C)=C/C=C/C(C)=C/C=C/C=C(C)/C=C/C=C(\C)C(=O)C[C@@]23O[C@]2(C)C[C@@H](O)CC3(C)C)[C@](C)(O)C1	-3%	-20%	-21%	-1%	-16%	-21	-0.2	-1.6
O=C(c1ccc(Br)o1)N1CCN(C/C=C/c2ccccc2)CC1	-2%	1%	6%	9%	-7%	-2	0.1	0.4
O=C(NCCCn1ccnc1)C(=O)c1c[nH]c2ccccc12	-10%	-5%	3%	9%	-5%	-2	0.1	1.4
Cc1cc(OC(C)C(=O)NCCCn2ccnc2)c2c(C)c(C)c(=O)oc2c1 (stereo not drawn)	-4%	-3%	12%	-1%	4%	3	0.9	-2.0
Cc1oc(-c2cccs2)nc1CN1CCN(Cc2ccc(F)c(F)c2)C(CCO)C1 (stereo not drawn)	14%	-11%	-7%	-2%	-23%	0	1.4	-1.8
Cc1nc2nc(C)c(NS(=O)(=O)c3ccc(Cl)s3)c(=O)n2[nH]1	-5%[57.1 µM]	16%	-7%	1%	2%	-1	0.3	2.5
COCC(=O)N1C[C@@H](C)[C@@H](OC)CN(C)C(=O)c2ccc(NC(=O)c3cnccn3)cc2OC[C@H]1C	-2%	8%	-11%	-6%	-16%	4	0.0	/
CC(O)c1cccc(NC2=CC(=O)CC(C)(C)C2)c1 (stereo not drawn)	-1%	-5%	20%	13%	-8%	/	-2.3	-5.0
CCCCCC(=O)NNC(=O)Cc1ccc([N+](=O)[O-])cc1	-12%	9%	-4%	1%	-7%	2	-0.6	1.9
CC(C)(C)C(=O)O/N=C(\N)c1ccc(-c2csnn2)cc1	-4%	3%	-11%	9%	0%	4	-0.8	0.4

The last 2 compounds of the part before open the next one.
SMILES	WRN helicase inh	EPAC1 ag	EPAC1 antag	EPAC2 agonist	PLK1 PBD block	PI5P4K alpha inh	IL-2 act	CCT chaperon mod
CCCCCC(=O)NNC(=O)Cc1ccc([N+](=O)[O-])cc1	-12%	9%	-4%	1%	-7%	2	-0.6	1.9
CC(C)(C)C(=O)O/N=C(\N)c1ccc(-c2csnn2)cc1	-4%	3%	-11%	9%	0%	4	-0.8	0.4
CCOC(=O)c1oc2nc3c(cc2c1N)COC(C)(C)C3	8%	0%	11%	-3%	-6%	-7	-1.5	1.1
CC(C)c1ccc(C2CC(=O)c3cnc(N4CCc5ccccc5C4)nc3C2)cc1 (stereo not drawn)	-3%	15%	2%	13%	-4%	2	-1.1	-2.6
COC(=O)N/N=C/c1cccc(OCCSc2ccc(Cl)cc2)c1	-7%	4%	-15%	4%	?	7	-4.4	2.4
CCOC(=O)c1cnc(SC)nc1Sc1ccccc1	-5%	12%	4%	13%	4%	21	-0.2	1.1
Cc1ccc(S(=O)(=O)c2c(C)nn(C(C)(C)C)c2OC(=O)C(C)C)cc1	-2%	7%	-7%	6%	-5%	0	-0.8	-1.9
CCNc1nc(NCC)nc(NS(=O)(=O)c2ccc(N)cc2)n1	-33%	3%	-7%	-4%	-4%	-5	0.2	-1.6
Cc1ccccc1NC(=O)/C(C#N)=C/c1ccc[nH]1	6%	13%	15%	9%	-12%	0	-3.3	-0.3
O=C(CNC(=O)c1ccccc1F)NCc1ccncc1	-7%	2%	-6%	3%	2%	6	-1.1	0.7
O=C(NCc1n[nH]c(=S)n1-c1ccc(Cl)c(Cl)c1)c1ccco1	-13%	6%	-23%	11%	-19%	-5	-2.3	-4.7
CC1Sc2ccc(C(=O)NCc3ccccn3)cc2NC1=O (stereo not drawn)	5%	-8%	-17%	8%	17µM*	-25	-0.5	-3.8
CCN(CC)c1ccc(/C=N/N2CCN(Cc3ccccc3)CC2)cc1	-7%	-1%	1%	8%	2%	10	-2.0	-0.5
Nc1nc(N2CCN(c3ccc(Cl)cc3)CC2)n[nH]1	5%[57.1 µM]	9%	-8%	9%	-12%	1	1.3	-1.6
O=C1c2ccccc2CCC12OC2c1ccncc1 (stereo not drawn)	13%	-5%	0%	9%	-20%	-9	-0.7	-0.5
O=C(c1cc(C2CCCCN2C(=O)OCCF)on1)N1CCOCC1 (stereo not drawn)	-5%	-5%	7%	2%	-3%	2	1.1	-0.7
COC(=O)c1ccc(C23CC4(C2)[C@H](CN(Cc2cccnc2)[C@@H]4c2ccccc2)C3c2ccc(Cl)nc2)cc1 (stereo partly drawn)	4%	5%	2%	6%	0%&5%	1	0.4	0.0
NC(=O)NOCc1c(Cl)cccc1Cl	2%	8%	10%	1%	-25%	0	-0.2	0.3
COc1ccc(-c2cc(C)no2)cc1S(=O)(=O)NCC1CCN(Cc2cc(C)ccc2C)CC1	-7%[57.1 µM]	-4%	2%	2%	4%	0	0.3	-0.8
Cc1ccc(C(OCCN(C)C)c2cccc(C(F)(F)F)c2)cc1 (stereo not drawn)	-18%	-2%	4%	-2%	-2%	16	-0.4	-2.7
COC(=O)c1sccc1NC(=O)Nc1ccccc1OC	-3%	3%	-3%	20%	-15%	-1	-5.2	-3.3
CCOC(=O)c1csc(NC(=O)CSc2nnnn2-c2ccc(OC)c(OC)c2)n1	-2%	0%	-17%	3%	-4%	7	3.4	-1.8
COc1cccc(CNC(=O)COC(=O)c2cccc(S(=O)(=O)N3CCCC3)c2)c1	5%	10%	-1%	3%	-2%	-2	-0.4	1.0
O=C(O/N=C1/CCSc2ccccc21)c1ccccc1	-9%	6%	-9%	0%[15.6 µM]	-2%	12	-0.5	1.2
O=C(N/N=C/C(Br)=C/c1ccccc1)c1n[nH]c2c1CCC2	-21%	13%	-3%	8%	?	/	0.2	-1.0
Nc1nnc(SCC(=O)OCC(=O)Nc2ccc(Br)cc2)s1	-10%	-1%	-7%	13%	-25%	-2	-2.7	1.7
CS(=O)(=O)N1CCCC(C(=O)c2cccc(Cl)c2)C1 (stereo not drawn)	3%	11%	-27%	6%	-12%	-17	-4.1	-4.0
O=C(N/N=C\c1cccnc1)c1cc(-c2ccccc2)nc2c(Cl)cccc12	4%	17%	?	4%	3%	10	-3.9	0.7
Cc1ccc(NC(=S)NNC(=O)c2ccc(N3CCOCC3)c([N+](=O)[O-])c2)cc1Cl	-8%	-6%	-14%	4%	-26%	-7	-0.8	-6.0
Cc1cccc(NS(=O)(=O)c2ccc(C(=O)NCC(c3ccco3)N(C)C)cc2)c1C (stereo not drawn)	-9%	-1%	-11%	-9%	-4%	6	1.1	0.6
COC(=O)C1CCN(C(=O)Cc2ccc(Br)cc2)CC1	-3%	1%	21%	8%	-7%	0	-2.6	0.7
CCOc1ccccc1N1CC(C(=O)Nc2ccccc2N2CCCC2)CC1=O (stereo not drawn)	-3%	-9%	0%	1%	-3%	1	-0.9	-1.8
Cn1c(N/N=C2\CCCc3ccccc32)nc2c1c(=O)n(Cc1ccc(F)cc1)c(=O)n2C	-24%	-3%	-25%	10%	0%	7	-2.5	-0.8
CC(C)(C)c1ccc(-c2noc(CNC(=O)c3ccco3)n2)cc1	-2%	-2%	-12%	0%	-4%	2	-0.3	-3.0
O=S(=O)(NCC1CCCO1)c1ccc(Br)cc1 (stereo not drawn)	-3%	3%	-14%	4%	-3%	2	0.7	0.1
O=C(OCc1nnc(-c2ccccc2)o1)c1ccc2c(c1)OCO2	3%	14%	-12%	12%	?	5	-0.3	-2.1
CCOC(=O)c1ccc(NC(=O)CC2SCCNC2=O)cc1 (stereo not drawn)	-7%	1%	0%	-1%	-7%	5	-1.3	-2.8
CCCCNC(=O)Cc1cc(=O)[nH]c(=O)[nH]1	4%	-6%	-21%	-2%	-2%	0	-0.7	-1.1
Cc1ccc(-c2c[n+](Cc3ccc(Cl)c(Cl)c3)c3n2CCC3)cc1	-14%	6%	1%	7%	-11%	5	-0.7	-0.5
Clc1ccc(-c2ccc(CN3CCCCC3)o2)cc1	6%	1%	-6%	7%	-17%	7	0.7	-1.5
Cc1noc(C)c1NC(=O)N(C)C[C@@H]1OCc2ccccc2-c2c(n(C)c3ccccc23)C(=O)N([C@H](C)CO)C[C@H]1C	-7%	11%	-11%	11%	-20%	1	3.0	-2.5
Cc1ccc(C(=O)OCC(=O)c2c[nH]c3ccccc23)cc1S(=O)(=O)N1CCOCC1	-1%	-9%	-3%	-4%	10%	0	-1.1	-2.3
COC(=O)C1=C(C)N=C2SC(C)C(=O)N2C1c1cccc(F)c1 (stereo not drawn)	-4%	9%	-1%	12%	-9%	14	-2.7	1.2
CC1(c2ccccc2)CCC(=O)NC1 (stereo not drawn)	8%	3%	9%	-5%	7%	-3	0.8	-0.8
CCC(CC)n1[nH]c(=O)c2c(C)cc(C)nc21	-3%	-2%	13%	-6%	3%	1	-0.7	0.5
COc1ccc(Cl)cc1NC(=O)Nc1ccc(C(=O)N2CCOCC2)cc1	-31%	12%	-27%	-6%	-5%	-5	3.3	-0.6
CCNC(=O)CSc1nc2cc(S(=O)(=O)Nc3ccc(OC)cc3)ccc2o1	7%	11%	?	13%	-10%	-1	-2.3	0.8

Arranged by value in IL-2 act (smallest number first): 6 of the compounds above.
molecule | IL-2 act
COC(=O)N/N=C/c1cccc(OCCSc2ccc(Cl)cc2)c1 | -4.4
Nc1nnc(SCC(=O)OCC(=O)Nc2ccc(Br)cc2)s1 | -2.7
CC(C)(C)C(=O)O/N=C(\N)c1ccc(-c2csnn2)cc1 | -0.8
O=C(OCc1nnc(-c2ccccc2)o1)c1ccc2c(c1)OCO2 | -0.3
O=S(=O)(NCC1CCCO1)c1ccc(Br)cc1 (stereo not drawn) | 0.7
Cc1cc(OC(C)C(=O)NCCCn2ccnc2)c2c(C)c(C)c(=O)oc2c1 (stereo not drawn) | 0.9
